TRPV1 ag – HTS Assay for Compounds that Act as Agonists of the Vanilloid Receptor 1; 320,000 compounds, 0.19% hits; Transient receptor potential cation channel subfamily V member 1 (Homo sapiens), Q8NER1; AID 540275, 2011; TRPV1-expressing cells, Fluo-8 calcium influx, agonist mode; activation, % at 8.33 µM; in the data active = activation above about 80%; inconclusive = between about 30% and that limit; also: 0% is about no effect
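Fluo-8 calcium influx in TRPV1-expressing cells, kinetic read (ex 480/em 520 nm). Compound added and read 3 min for agonist activity, followed by capsaicin at EC20 final and 2 min further read for enhancement.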
GALK inh – qHTS Assay for Inhibitors of Human Galactokinase (GALK); 270,000 compounds, 0.007% hits; Purified GALK, Kinase-Glo residual ATP luminescence; AID 1868, 2009; P51570; Potency, µM (doses to about 57.5 µM), for inactives: at the top dose activity change, negative = inhibition, usual class: inhibitors; also: potency is read from the fitted curve at half-maximal effect; % is scaled to controls: 0 for no effect and ±100 for the full control effect
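Compounds were pin-transferred into ATP buffer (35 uM final), then GALK plus galactose (5 nM, 100 uM final) was added. After 1 h at room temperature, Kinase-Glo Plus was added and luminescence read after 10 min.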
Menin MLL FP TR – qHTS Assay for Inhibitors Targeting the Menin-MLL Interaction in MLL Related Leukemias: Competition With Texas Red Labeled MLL-derived Mutant Peptide | O00255 | Menin + Texas Red MLL mutant peptide, fluorescence polarization | Potency, µM (doses to about 61.6 µM), inactives show top-dose FP activity change, negative = inhibition, actives largely listed as inhibitors | 270,000 compounds, 0.23% hits | AID 1768, 2009; active = well fitted inhibition curve with a large enough effect in the polarisation, with a control signal flat, not every such curve was filed as active; inconclusive = small, poorly fitted or top-dose-only effect, or effect the other way, or a change in a side signal; inactive = no such curve, though single readings can be large or run the other way; the % refers to the polarisation; also: potency is read from the fitted curve at half-maximal effect; % of control where 0% means no effect; many of its hits are not listed in these tables
PKM2 act – qHTS Assay for Activators of Human Muscle isoform 2 Pyruvate Kinase; Pyruvate kinase PKM (Homo sapiens), P14618; purified PKM2, Kinase-Glo ATP luminescence, activation; response scale: 0% is enzyme alone, no compound; Potency, µM (highest dose often 57.5 µM), for the others: top-dose activation, hits mostly activators; 260,000 compounds, 0.34% hits; AID 1631, 2009; also: potency is read from the fitted curve at half-maximal effect; % is scaled to controls: 0 for no effect and ±100 for the full control effect; nearly all actives have a fitted effect of over 55% in size
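ATP formation by purified human PK-M2, quantified via coupled luciferase luminescence after 1 h at room temperature with 0.1 mM ADP and 0.5 mM PEP final.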
MLL CXXC-DNA inh – qHTS Fluorescence Polarization Assay for Inhibitors of MLL CXXC domain - DNA interaction. MLL-CXXC / FITC-HOXA9 DNA fluorescence polarization. Potency, µM (titrated, usually from 115 µM), for the others: at the highest dose activity change, negative = inhibition, hits mostly inhibitors. 290,000 compounds, 0.037% hits. AID 2662, 2010; active = well fitted inhibition curve with a large enough effect in the polarisation, with a control signal flat, not every such curve was filed as active; inconclusive = small, poorly fitted or top-dose-only effect, or effect the other way, or a change in a side signal; inactive = no such curve, though single readings can be large or run the other way; the % refers to the polarisation; also: potency is read from the fitted curve at half-maximal effect
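Purified MLL-CXXC (added from a 7 uM solution) was preincubated 5 min at ambient with pinned compounds in 50 mM Tris-HCl pH 7.5, 50 mM NaCl, 1 mM DTT, 0.05% BSA. Fluorescein-labeled HOX-A9 DNA (50 nM solution) followed, 30 min, then polarization read.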
KCNH2 WT inh – qHTS for Inhibitors of KCHN2 3.1: Wildtype qHTS; activity change, % at 1.84 µM; Voltage-gated inwardly rectifying potassium channel KCNH2 (Homo sapiens), Q12809; U2OS, BacMam KCNH2, thallium flux FluxOr; stronger effect = lower value; 340,000 compounds, 0.37% hits;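 active = maximum activity change below -70%; inconclusive = maximum activity change between -70% and -50%; inactive = maximum activity change above -50%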; also: % is scaled to controls: 0 for no effect and ±100 for the full control effect
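U2OS cells were transduced with wild-type KCNH2 virus (2.03 x 10^8 / mL) for 4 h at room temperature, then cultured overnight at 37 C. Thallium flux was read with FluxOr dye. Rate constants were normalized to DMSO controls.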
Coupling enz – qHTS Assay for Inhibitors of Fructose-1,6-bisphosphate Aldolase from Giardia Lamblia: Coupling assay counterscreen; coupling enzyme system counterscreen, AmpLite Red fluorescence; activity change, negative = inhibition, % at 58.2 µM, hits read low; 290,000 compounds, 0.67% hits; in the data active = activity change below about -30%; also: % is scaled to controls: 0 for no effect and ±100 for the full control effect
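Counterscreen of the coupled detection system alone, without aldolase: glyceraldehyde-3-phosphate coupling enzymes plus AmpLite Red readout. Compounds at 57.5 uM final, 10 min RT preincubation, 20 min RT reaction, fluorescence 525/598 nm.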
B2AR arrestin – qHTS assay of beta-arrestin-biased ligands of beta2-adrenergic receptor; Beta-2 adrenergic receptor (Homo sapiens), P07550; beta-arrestin recruitment to beta2AR, cell-based reporter; Potency, µM (series often up to 46.1 µM), without a hit: at the highest dose activation, usual class: activators; 330,000 compounds, 0.02% hits;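 also: potency is read from the fitted curve at half-maximal effect; 0% = DMSO controls and full agonism = EC100 isoproterenol or metaproterenol; nearly all actives have a fitted effect of over 65% in size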
USP2a inh – qHTS Assay for Inhibitors of Ubiquitin-specific Protease USP2a Using CHOP2 as the Reporter; Ubiquitin carboxyl-terminal hydrolase 2 (Homo sapiens), O75604; USP2 core, Ub-CHOP2 coupled fluorogenic reporter, 485/531; Potency, µM (series often up to 38.3 µM), inactives show top-dose activity change, negative = inhibition, most hits filed as inhibitors; 330,000 compounds, 0.01% hits;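 also: potency is read from the fitted curve at half-maximal effect; plate controls were DMSO wells for no effect and full inhibition by NEM control for full effect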
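Deubiquitinase activity read as fluorescence (485/531 nm) after Ub-CHOP2 cleavage activates the enterokinase reporter on its substrate; USP2 core 10nM, Ub-CHOP2 and substrate 25nM each, 30min compound preincubation then 60min RT; data normalized to NEM, curves fitted.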
KCNH2 3.1 inh – qHTS for Inhibitors of KCHN2 3.1: Mutant qHTS; 340,000 compounds, 0.95% hits; activity change, % (tested at about 1.8 µM); Potassium voltage-gated channel subfamily H member 2, brain isoform KCNH2 3.1 (human); U2OS KCNH2 3.1, thallium flux FluxOr; stronger effect = lower value;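 active = maximum activity change below -70%; inconclusive = maximum activity change from -70% to -50%; inactive = maximum activity change above -50%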;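 also: thallium influx rate constant from kinetic fluorescence after stimulation buffer; % is scaled to controls: 0 for no effect and ±100 for the full control effect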
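Kinetic fluorescence (2 min after stimulation buffer) measures Tl+ influx through KCNH2 3.1 expressed by viral transduction in U2OS cells; the rate constant is normalized against DMSO controls serving as positive and negative references.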
Giardia killer – Small Molecules that selectively kill Giardia lamblia: qHTS | Giardia lamblia trophozoite viability | activity change, % at 7.66 µM, hits read low | 340,000 compounds, 0.15% hits | AID 540267, 2011; in the data active = activity change below about -80%; inconclusive = between about -30% and that limit;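 also: parasites exposed to compound for two days anaerobically before the ATP read; % is scaled to controls: 0 for no effect and ±100 for the full control effect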
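Each well holds 100 Giardia trophozoites and compound. After two days (48 hrs) at 37 deg C in anaerobic conditions, ATP is quantified by luminescence.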
Numbers without * were called inactive; ? = inconclusive; . = not tested or not shown; & = joins results of further samples. Unless noted, calls follow the shape of the dose curve; as a rule, active = well fitted curve in the direction sought with a large enough effect; inconclusive = small, poorly fitted or top-dose-only effect, or another doubt; inactive = no such curve, though single readings can be large; an effect the other way counts as inactive or inconclusive. The list is partial. The share of hits here may be higher or lower than overall.

SMILES	TRPV1 ag	GALK inh	Menin MLL FP TR	PKM2 act	MLL CXXC-DNA inh	KCNH2 WT inh	Coupling enz	B2AR arrestin	USP2a inh	KCNH2 3.1 inh	Giardia killer
Cc1cccc2nc(CSc3ccc(Cl)cc3)cn12	?	8%	?	1%	3%	-8	2	-0.1%	2%	-15	1
CCOC(=O)C1(C)C=C(Nc2cccc(OC)c2)C(=O)N1c1ccccc1 (stereo not given)	28	-2%	.	4%	0%	2	-6	-1.0%	2%	3	-11
C[C@@H]1CC=C[C@@H]2[C@H]1C(=O)N(Cc1ccccc1)[C@H]2c1ccccc1Br	.	.	-13%	.	.	5	1	-1.0%	0%	-9	-5
COc1ccc(C2=NN(C(=O)CSc3nnc(C)c(=O)n3N)C(c3ccco3)C2)cc1 (stereo not given)	0	-2%	-17%	7%	6%	6	1	-1.1%	3%	10	-12
Cc1ccoc1C(=O)N1CCN(C(=O)c2occc2C)CC1	3	0%	-11%	-1%	2%	2	-1	-2.0%	1%	1	8
Cc1cc(C)cc(C(=O)NCC(=O)OCC(=O)NC2CCCc3ccccc32)c1 (stereo not given)	.	.	.	.	.	-8	.	-0.3%	0%	13	-7
CCOc1ccc(NC(=O)C2Cc3ccccc3CN2S(=O)(=O)CC)cc1 (stereo not given)	5	12%	16%	1%	4%	.	1	-0.1%	-3%	13	-3
CCC12CN3CC(CC)(CN(C1)C3c1ccc([N+](=O)[O-])o1)C2=O (stereo not given)	-2	4%	-8%	-27%	-3%	3	1	0.2%	0%	13	-86*
Cc1ccc(-c2nn(-c3ccccc3)cc2/C=C2\SC(=S)N(CC(=O)O)C2=O)cc1	-2	?	.	?	-3%	-20	8	-0.8%	2%	-1	9
COc1ccc(C(=O)Nc2sc3c(c2C(=O)O)CC(C)(C)OC3)cc1	26	2%	21%	0%	-8%	-17	-27	-1.5%	6%	-2	-5
Cc1ccc(SCc2ccc(C(=O)Nc3cccc([N+](=O)[O-])c3)cc2)cc1	?	3%	?	0%	4%	5	0	-1.0%	-5%	-20	1
CN1CCN(c2ccc(CNC(=O)c3ccco3)cc2)CC1	-1	.	.	21%	-1%	4	1	-0.7%	0%	31	-14
C=Cn1cc[n+](CC(=O)c2ccc(Br)cc2)c1	-1	0%	9%	-3%	5%	-5	1	-0.3%	-1%	22	25
CN1CCC(=NNC(=O)CN(c2cccc(Cl)c2)S(C)(=O)=O)CC1	3	-1%	-1%	8%	-3%	13	-1	-1.0%	13%	.	0
COc1cc(C(=O)NC2CCCc3ccccc32)cc(OC)c1OC (stereo not given)	-1	8%	-28%	17%	9%	-5	7	0.5%	3%	1	1
CCN(C(=O)CSc1nnc(-c2ccccc2C)n1C)c1c(N)n(Cc2ccccc2)c(=O)[nH]c1=O	-2	.	.	.	.	1	.	-1.1%	0%	-7	1
CCCc1nc2c(=O)n(C)c(=O)nc-2n(C)n1	-3	1.8µM*	2%	-1%	-24%	-10	-74*	-0.4%	9%	-7	?
CCOc1ccc(/C=N\NC(=O)c2c(C)nc3cc(C)ccn23)cc1	-1	0%	?	-1%	-1%	25	1	-0.5%	0%	-4	-18
CCC(CC)C(=O)c1c[nH]c(C(=O)OC)c1	5	7%	5%	-2%	22%	-1	0	0.1%	1%	18	2
O=C(Cn1c(=O)c2c(ncn2Cc2ccccc2)n(Cc2ccccc2)c1=O)N1CCCC1	-3	5%	?	16%	-3%	1	-4	-0.7%	-1%	-3	-2
N#C/C(=C\Nc1ccc(F)c(Cl)c1)S(=O)(=O)c1ccccn1	7	.	.	0%	-1%	1	0	0.6%	4%	2	2
COc1cc(C(=O)NCCNC(=O)c2ccc(C)nc2)cc(OC)c1OC	0	1%	5%	4%	0%	-9	1	0.4%	-1%	3	-30
Cc1ccc(NC(=O)CN(C)C(=O)c2cc(-c3cccs3)nn2-c2ccccc2)cc1	11	.	.	.	.	5	.	-0.1%	-1%	-4	-13
O=C(NCC(c1cccnc1)N1CCN(c2ccc(F)cc2)CC1)C1CCCCC1 (stereo not given)	1	-3%	?	0%	-8%	3	-4	-0.3%	-1%	-15	-5
Cc1ccccc1C(=O)NC1CCN(Cc2nnnn2Cc2ccccc2)CC1	4	1%	-1%	-18%	0%	1	1	-0.3%	0%	24	6

Further entries:
SMILES	TRPV1 ag	GALK inh	Menin MLL FP TR	PKM2 act	MLL CXXC-DNA inh	KCNH2 WT inh	Coupling enz	B2AR arrestin	USP2a inh	KCNH2 3.1 inh	Giardia killer
Cc1ccc(-n2c(Cc3cccs3)nnc2SCC(N)=O)cc1	-2	0%	-2%	0%	-4%	7	4	-1.0%	6%	6	-7
O=c1c(O)c(-c2cccs2)oc2ccc(Cl)cc12	?	-4%	4%	-2%	?	-17	4	0.3%	?	14	18
C=CCNC(=O)NC(=O)CN1C(=O)NC(c2ccccc2)(c2ccccc2)C1=O	0	-1%	0%	1%	29%	27	0	0.4%	-1%	-42	-1
O=C(CS(=O)(=O)c1cn(CC(=O)N2CCOCC2)c2ccccc12)NCc1ccc(F)cc1	1	-2%	-10%	-7%	-5%	5	-9	-0.5%	5%	9	1
CC(C)NC(=O)Cn1cc(C(=O)C(=O)N2CCOCC2)c2ccccc21	-6	-3%	13%	0%	12%	-3	-2	0.3%	0%	.	-5
CCN1C[C@@H]2[C@@H]3C(=O)N(Cc4ccccc4)C(=O)[C@@H]3[C@](CC)(C1=O)N2C(=O)c1ccc(C(F)(F)F)cc1	.	.	.	.	.	7	.	-1.2%	7%	23	11
Cc1c(Cl)c([N+](=O)[O-])nn1CC(=O)NC12CC3CC(CC(C3)C1)C2	10	-2%	20%	2%	6%	3	-1	0.0%	1%	-4	-1
COc1cc(/C=C2/SC(=O)NC2=O)ccc1OC(=O)c1ccco1	2	-4%	0%	8%	15%	0	-5	-0.3%	1%	26	-6
COc1ccc(CN2C(=NC(=O)C3CCCCC3)SC3CS(=O)(=O)CC32)cc1 (stereo not given)	8	3%	.	.	8%	2	.	0.2%	2%	0	13
O=C(C/C=N/OCc1ccc(F)cc1Cl)c1cnc(-c2ccccc2)s1	0	2%	?	-2%	3%	-11	3	-0.1%	5%	-3	1
NS(=O)(=O)c1ccc(NC(=O)COC(=O)COc2ccccc2)cc1	-3	0%	-5%	-2%	1%	1	-1	0.0%	-4%	3	-21
CCCN1CCN(C(=S)Nc2ccc([N+](=O)[O-])cc2)CC1	-2	-1%	7%	-9%	-4%	38	2	-0.4%	1%	10	5
Cc1ccc(CN2CCN(C(=O)CCN3C(=O)c4ccccc4C3=O)CC2)cc1	20	0%	-18%	0%	3%	3	0	0.1%	-1%	-1	3
C=CCNc1ncnc2c1[nH]c1ccc(Cl)cc12	9	0%	11%	-7%	-5%	0	-1	0.5%	4%	0	-9
COc1ccc(C(=O)NCCCCCCNC(=O)c2ccc(OC)cc2)cc1	-1	0%	12%	.	3%	21	3	-0.3%	2%	-2	-16
O=C(Nn1c(=O)[nH]c2ccsc2c1=O)c1ccccc1	0	0%	0%	-4%	-3%	-9	1	-0.5%	0%	-1	5
Cc1cc(C)c(NC(=O)c2sc3nc4c(cc3c2N)C(=O)CC(C)(C)C4)c(C)c1	-3	.	-11%	3%	3%	-25	0	-1.1%	3%	19	5
COc1cc(/C=N/NC(=O)c2ccncc2)ccc1OCC(=O)Nc1ccc(C)c(C)c1	1	4%	.	.	5%	4	0	-0.1%	1%	4	3
CCN1C(=NCCCOC(C)C)N[C@@H](CCc2ccccc2)[C@H](C(=O)NCCCOC(C)C)[C@H]1C	2	.	-17%	2%	17%	-8	1	-0.9%&0.1%	3%&0%	-20	16
COCCN1C(=O)C(CC(=O)Nc2ccc(C(=O)O)cc2)SC1=Nc1ccccc1 (stereo not given)	0	0%	-4%	-5%	-2%	-15	2	-0.4%	-1%	0	-16
NNC(=O)c1cc2c(N3CCC(Cc4ccccc4)CC3)ncnc2s1	-5	-2%	0%	9%	-3%	6	-4	-0.2%	-2%	-8	-15
Cc1ccc(-c2nn(-c3ccccc3)cc2C(=O)N2CCN(C3CCS(=O)(=O)C3)CC2)cc1 (stereo not given)	12	.	.	.	.	1	.	0.2%	2%	-19	2
Fc1ccc(COc2cccc3cccnc23)cc1	0	0%	?	8%	-3%	-9	-3	-0.2%	1%	-44	8
